High-throughput results (PubChem)
Kir21 inh = inhibitors of mouse Kir2.1 inward-rectifier potassium channel. Inward rectifier potassium channel 2 (Mus musculus), P35561. B-score at 10 µM. HEK293-Kir2.1, FluxOR thallium flux fluorescence; stronger effect = lower value. actives 0.85% (n = 310,000);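 active means fluorescence ratio B-score at or below minus 3 SD of library scores, with starting-brightness B-score within 2 SD, cut at about -4.2 in these data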;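 further: channel flux triggered by added potassium and thallium sulfate stimulus; B-score of peak minus minimum fluorescence over baseline after thallium stimulus; more negative B-score means stronger Kir2.1 block with less thallium influx; some compounds called inactive have numbers as strong as hits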
Target sequence (P35561 whole entry, looked up): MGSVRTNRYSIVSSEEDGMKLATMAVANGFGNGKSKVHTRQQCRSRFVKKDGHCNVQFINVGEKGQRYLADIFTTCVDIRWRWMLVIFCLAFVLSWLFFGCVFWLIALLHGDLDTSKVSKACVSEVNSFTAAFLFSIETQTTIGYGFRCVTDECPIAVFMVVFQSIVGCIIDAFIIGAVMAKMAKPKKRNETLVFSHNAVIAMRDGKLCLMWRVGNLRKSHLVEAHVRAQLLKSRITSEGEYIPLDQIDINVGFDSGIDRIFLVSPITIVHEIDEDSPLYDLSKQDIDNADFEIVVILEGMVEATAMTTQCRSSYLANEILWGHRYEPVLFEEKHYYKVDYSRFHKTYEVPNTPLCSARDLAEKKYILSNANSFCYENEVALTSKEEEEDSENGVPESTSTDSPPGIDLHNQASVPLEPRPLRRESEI
STK33 kinase inh = inhibitors of purified STK33 kinase, primary screen, biochemical, ADP-Glo luminescence, homogeneous, cell-free. inhibition, % at 10 µM. actives 0.073% (n = 320,000). MBP phosphorylation. Serine/threonine-protein kinase 33 (Homo sapiens), Q9BYT3;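 active means inhibition at or above 25%, using the most active replicate where run in duplicate; inactive means inhibition below 25%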
Target sequence (Q9BYT3 whole entry, looked up): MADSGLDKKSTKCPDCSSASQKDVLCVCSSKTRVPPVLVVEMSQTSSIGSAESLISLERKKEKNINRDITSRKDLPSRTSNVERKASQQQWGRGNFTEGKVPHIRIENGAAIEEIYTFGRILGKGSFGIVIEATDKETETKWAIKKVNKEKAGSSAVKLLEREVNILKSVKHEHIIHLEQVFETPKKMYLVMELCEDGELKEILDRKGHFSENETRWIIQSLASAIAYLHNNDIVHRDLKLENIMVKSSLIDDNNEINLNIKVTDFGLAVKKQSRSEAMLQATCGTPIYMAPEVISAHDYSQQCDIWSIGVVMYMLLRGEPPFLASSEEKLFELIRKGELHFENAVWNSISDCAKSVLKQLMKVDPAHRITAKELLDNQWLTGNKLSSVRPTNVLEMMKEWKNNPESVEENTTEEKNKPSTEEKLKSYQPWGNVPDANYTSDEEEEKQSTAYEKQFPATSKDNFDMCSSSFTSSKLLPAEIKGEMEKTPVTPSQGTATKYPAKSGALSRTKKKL
KCNQ2 block = KCNQ2 potassium channel inhibitors, primary screen, cell-based, CHO-K1, FluxOR thallium flux, B-score (AID 2156) | Potassium voltage-gated channel subfamily KQT member 2 (Rattus norvegicus), O88943 | actives 1.1% (n = 310,000) | B-score at 10 µM | 20 min; stronger effect = lower value;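 active means fluorescence ratio B-score at most minus 3 library SDs, with starting brightness B-score within 2 library SDs, cut at about -5.5 in these data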
Starred values were filed as active, the others as inactive; i = inactive; · = not tested or not shown. Hits appear at their usual frequency, and some 1.9% of all compounds hit somewhere here.

Each structure is followed by: Kir21 inh | STK33 kinase inh | KCNQ2 block
- CCOc1ccc(NS(=O)(=O)c2ccc(C(=O)NCCCN3CCOCC3)cc2)cc1
→ 1.38 | -1.1 | i
- COc1ccc(NS(=O)(=O)c2ccc(/C=C/C(=O)O)cc2)cc1S(=O)(=O)N1CCOCC1
→ 0.89 | -1.0 | i
- Cc1ccc(N(CC(=O)NC(C)c2ccccc2)S(=O)(=O)c2c(C)n[nH]c2C)cc1 (stereo not given)
→ -0.53 | 1.0 | i
- COc1ccc(Cl)cc1NC(=O)CN1CCN(C(=O)N2CCOCC2)CC1
→ -2.11 | -0.7 | i
- CN(CC(=O)Nc1c(Cl)cccc1Cl)C(=O)CCNS(=O)(=O)c1ccccc1C(F)(F)F
→ 1.51 | -0.2 | i
- Cc1ccc(C(C(=O)NCC2CCCO2)N(Cc2ccccc2F)C(=O)Cn2nnc(-c3cccs3)n2)cc1 (stereo not given)
→ 0.57 | 0.3 | i
- O=C(Cn1nnc(-c2ccc(F)cc2)n1)Nc1ccc2c(c1)OCCO2
→ 0.25 | -1.0 | i
- O=C1C2C3C=CC(C3)C2C(=O)N1c1ccccc1 (stereo not given)
→ 2.48 | -1.5 | i
- Cc1cc(C)c(-c2c(O)c3cccc4c3n(c2=O)CCC4)c(C)c1
→ -0.95 | 1.1 | i
- O=[N+]([O-])c1ccccc1NC(=S)N/N=C/c1ccc(O)c(O)c1
→ 0.27 | 4.0 | i
- Cc1cc(=O)n2nc(-c3ccc(C(F)(F)F)cc3)sc2n1
→ 0.4 | -1.4 | i
- CC(C)Cc1nnc(NC(=O)CCC(=O)N2CCN(c3ccc(F)cc3)CC2)s1
→ -0.57 | -0.8 | i
- COc1nc2ccc(C)cc2cc1-c1noc(-c2ccccc2)n1
→ -0.17 | -0.3 | i
- CCCC(C)NC(=O)c1ccc(OCc2ccc(Cl)cc2)c(OC)c1 (stereo not given)
→ 1.64 | -1.3 | i
- CCOC(=O)c1c(NC(=O)CSc2nnc(C)s2)sc2c1CCC(C)C2 (stereo not given)
→ 0.21 | -1.0 | i
- NS(=O)(=O)c1ccc(CCNC(=O)C(=O)NCC2OCCN2S(=O)(=O)c2cccs2)cc1 (stereo not given)
→ -0.47 | 7.3 | i
- O=C(CCc1c[nH]c2ccccc12)N/N=C/c1ccc2c(c1)OCO2
→ 0.58 | 3.7 | i
- CN1CCC(NC(=S)NC2CC2)CC1
→ -0.05 | -1.2 | i
- CC(=O)c1ccc(NC(=O)CSc2nc(N3CCOCC3)nc(N3CCOCC3)n2)cc1
→ -1.66 | 8.4 | i
- FC(F)(F)c1cc(Oc2ccccc2)nc(-c2ccccn2)n1
→ 0.41 | 0.1 | i
- CSc1nc2[nH]c3c(c2c2ncnn12)CCCC3
→ 0.02 | 2.3 | i
- S=c1[nH]nc(-c2ccc(Cl)cc2)n1/N=C/C=C/c1ccco1
→ -0.45 | 1.9 | i
- O=c1c2ccccc2nc2n1C(CSc1ccc(F)cc1)CS2 (stereo not given)
→ -0.5 | -2.5 | i
- CCOC(=O)N1CCN(S(=O)(=O)c2ccc(F)c(C(=O)Nc3cc(C)cc(C)c3)c2)CC1
→ -1.35 | 0.1 | i
- O=C(COC(=O)c1n[nH]c2ccccc12)NC(=O)NC1CCCCC1
→ 1.76 | -1.3 | i
- Clc1cc(Cl)cc(Nc2ncn[nH]2)c1
→ 0.69 | 0.1 | i
- O=C(CCNC(=O)c1ccco1)Nc1ccc(Cl)cc1
→ -1.5 | -1.0 | i
- O=C1CC(N2CCC(c3nc4ccccc4o3)CC2)C(=O)N1c1ccc(Cl)c(C(F)(F)F)c1 (stereo not given)
→ 0.07 | -1.6 | i
- Cc1ccc[n+](CC(=O)Nc2c(Cl)cc(Cl)cc2Cl)c1
→ -1.64 | -0.7 | i
- C=C(C)Cc1c(C)c(C#N)c2nc3ccccc3n2c1N1CCCCC1
→ -0.23 | -0.7 | i

New compounds follow:
Each structure is followed by: Kir21 inh | STK33 kinase inh | KCNQ2 block
- c1ccc(-c2ccc3c(n2)CCCO3)cc1
→ -0.43 | -0.5 | i
- Cc1oc(-c2cc(F)cc(F)c2)nc1CN1CCN(C(=O)c2ccco2)CC1
→ 0.69 | -0.1 | i
- CC(C)NC(=O)c1ccccc1NC(=O)Cc1ccc(Br)cc1
→ 0.73 | -1.3 | i
- COc1ccc(C2CC(=O)c3cnc(N)nc3C2)c(OC)c1 (stereo not given)
→ -1.71 | · | i
- O=C(NCc1ccco1)c1ccc(Cn2c(=O)c3sccc3n(Cc3cccc(F)c3)c2=O)cc1
→ 0.62 | 0.6 | i
- Cc1ccc(N(CC(=O)NC2CCCCC2)C(=O)Cn2nnc(-c3ccc(C)o3)n2)cc1
→ -0.79 | -2.0 | i
- N#CCSc1nc2ccccc2c(=O)n1CC1CCCC1
→ -0.05 | -0.3 | i
- CCCN1CCN(CC(=O)Nc2nc3ccccc3s2)CC1
→ -0.18 | -1.0 | i
- CC1(C)CC(C(CCN(Cc2ccccc2)C(=O)c2ccco2)c2ccc(F)cc2)CCO1 (stereo not given)
→ 1.37 | -1.4 | i
- Clc1ccccc1Nc1nc(-c2cccnc2)cs1
→ -0.68 | 2.8 | i
- N#Cc1ccc(C(=O)NC2=NCCS2)cc1
→ -1.67 | 0.1 | i
- NS(=O)(=O)c1ccc(Nc2ncccc2[N+](=O)[O-])cc1
→ -1.13 | -0.2 | i
- CCC(=O)Nc1cccc(NC(=O)c2ccc(C)c([N+](=O)[O-])c2)c1
→ -1.25 | 1.8 | i
- CCNC(=S)N(Cc1cc2cc(C)c(C)cc2[nH]c1=O)C1CCCC1
→ 0.34 | -0.1 | i
- O=C(NN=c1c(=O)c2ccccc2c1=O)c1ccccc1
→ -0.22 | -1.5 | i
- COc1cc(/C=N/N(C)C)ccc1OC(=O)c1ccco1
→ -1.73 | -0.6 | i
- Cc1ccccc1-c1nc(Cc2ccccc2)no1
→ 0.94 | 1.8 | i
- C/C(=N\N1CCN(c2ccccc2)CC1)c1ccccc1O
→ 0.1 | -3.8 | i
- CC(=O)Nc1ccc(OCCOc2ccc(/C=C3\C(=N)N4N=C(C(C)C)SC4=NC3=O)cc2)cc1
→ 0.32 | -0.3 | i
- COc1ccc(OCC(=O)Nc2nccs2)cc1
→ 0.12 | 5.0 | i
- CN(C)S(=O)(=O)c1ccc(Cl)c(NC(=O)COC(=O)[C@@H]2CCCN2C(=O)c2cccs2)c1
→ -0.51 | -3.0 | i
- CCOC(=O)c1cc2cc(CC(=O)c3ccc(OCC)cc3O)ccc2o1
→ -0.81 | 0.2 | i
- CC(=O)c1cnc2n(c1=O)CCS2
→ -1.58 | -2.3 | i
- C#CCNC(=O)C1=C[C@H](c2ccc(C#C)cc2)C[C@H](OCc2ccc(CO)cc2)O1
→ -2.32 | -0.6 | i
- O=C(COc1ccccc1[N+](=O)[O-])c1ccccc1
→ 0.88 | 1.1 | i
- Cc1cc(=O)n2nc(N3CCCC3C(=O)Nc3cccc(Cl)c3C)sc2n1 (stereo not given)
→ -1.89 | 4.9 | i
- COc1ccc(S(=O)(=O)N2CCOCC2)cc1NC(=O)COc1ccccc1OC
→ 0.33 | -0.6 | i
- CCc1ccc(NC(=O)C(=O)c2cn(CC(=O)N3CCCCC3)c3ccccc23)cc1
→ -0.04 | 0.6 | i
- COC(=O)CSc1nnc(-c2cccnc2)n1-c1cc(OC)cc(OC)c1
→ -0.13 | -2.5 | i
- CC(=O)NS(=O)(=O)c1ccc(NC(=O)c2cc(-c3ccc(C)cc3)nc3ccccc23)cc1
→ -0.85 | -1.2 | i

Carrying on.
Each structure is followed by: Kir21 inh | STK33 kinase inh | KCNQ2 block
- O=C(CN1C(=O)NC2(CCCC2)C1=O)OCCOc1ccc(F)cc1
→ 0.63 | 0.2 | i
- Cn1c(CNC(=O)c2ccc(Cl)cc2)nnc1SCC(=O)NC1=NCCS1
→ 0.2 | 0.1 | i
- O/N=C1/C2C3C(Br)C4C5CC(C1C53)C24 (stereo not given)
→ -1.23 | -0.2 | i
- CN1C(=O)/C(=C/c2ccc(OCc3ccc(F)cc3)cc2)NC1=S
→ -0.23 | 0.7 | i
- CCOC(=O)C1CCN(C(=O)CSc2nccc(C)n2)CC1
→ 0.52 | -0.1 | i
- COc1ccc(-c2cc(=O)oc3cc(OCC(=O)Nc4ccccn4)ccc23)cc1
→ 1.31 | 2.2 | i
- O=C(CCl)N1N=C(c2ccco2)CC1c1cccs1 (stereo not given)
→ 0.51 | -2.3 | i
- Cc1ccc2nc(SCC(=O)NCc3cccs3)[nH]c2c1
→ -1.18 | -3.5 | i
- Cc1cc(C)n(-c2ccc(OCC(=O)O)nn2)n1
→ 1.11 | -0.1 | i
- CN(C)c1cc(Nc2ccc(O)cc2)c([N+](=O)[O-])c2nonc12
→ 0.03 | 0.6 | i
- COC(=O)c1sccc1NC(=O)c1cc(C)on1
→ 2.01 | -2.1 | i
- O=C1CC(NS(=O)(=O)c2ccc(F)cc2)CN1c1ccc2c(c1)OCCO2 (stereo not given)
→ 0.27 | -3.1 | i
- C=CCS/C(N)=N\N=C\c1c(O)ccc2ccccc12
→ 0.05 | 1.2 | i
- COc1ccc(OCCOC(=O)c2cccs2)cc1
→ -0.02 | -1.0 | i
- C/C(=N\NC(=O)c1ccc(Br)o1)c1cc2c(cc1NC(=O)CCC(=O)O)OCO2
→ -0.47 | 1.4 | i
- CC(=O)N1CCC(=O)Nc2ccc([N+](=O)[O-])cc21
→ -0.02 | -1.0 | i
- Cc1c(NC(=O)COC(=O)c2c3c(nc4ccccc24)CCCC3)c(=O)n(-c2ccccc2)n1C
→ 0.77 | -0.3 | i
- Cc1ccc(C(C)C)c(OC(=O)/C=C/c2ccccc2)c1
→ -1.28 | 0.6 | i
- CC(C)c1cc(C(=O)Nc2cc(Br)ccc2O)no1
→ 0.48 | -1.9 | i
- CCOC(=O)c1ccccc1NC(=O)COC(=O)CC1CCCCC1
→ -0.62 | 1.2 | i
- COc1ccc(-c2nc(CC(=O)O)cs2)cc1OC
→ -1 | 0.2 | i
- COC(=O)c1c(N)c2ccccc2[nH]c1=O
→ 2.08 | 2.5 | i
- O=C1CC(NC2CCN(C(=O)c3cccc(F)c3)CC2)C(=O)N1 (stereo not given)
→ 1.81 | -0.5 | i
- O=C(CN1CCC(NC(=O)c2cccc(F)c2)CC1)NCc1cccs1
→ 0.17 | -1.5 | i
- CCOC(=O)c1c(NC(=O)C(C)OC(=O)c2ccc(NC(=O)CC#N)cc2)sc2c1CCCC2 (stereo not given)
→ 0.68 | -0.8 | i
- CN(C)c1ccc(P(=O)(OCc2ccccc2)C(O)c2ccccc2F)cc1 (stereo not given)
→ -0.36 | -2.4 | i
- CCCCCN(C(=O)CCC(=O)OCc1ccc(C(C)(C)C)cc1)c1c(N)n(CCCC)c(=O)[nH]c1=O
→ 0.72 | -1.1 | i
- COC(=O)c1cc(C(=O)Cc2ccccc2)c[nH]1
→ 0.8 | -1.7 | i
- CC(Oc1ccc(F)cc1)C(=O)N1CCN(c2ncccn2)CC1 (stereo not given)
→ -0.06 | -2.2 | i
- COC(=O)NC1CSCC1OC(=O)CN1C(=O)c2ccccc2C1=O (stereo not given)
→ -0.3 | 0.2 | i

(listing goes on)
Each structure is followed by: Kir21 inh | STK33 kinase inh | KCNQ2 block
- O=C(O)c1ccc(CSc2ncn[nH]2)cc1
→ -1.23 | -0.3 | i
- C[C@@H](O)[C@H]1C(=O)N2C(C(=O)O)=C(S[C@@H]3CN[C@H](C(=O)N(C)C)C3)[C@H](C)[C@H]12
→ 0.2 | -0.5 | i
- O=C(CCc1nnc2ccc(N3CCC4(CC3)OCCO4)nn12)Nc1ccc(F)cc1
→ 2.15 | -0.1 | i
- O=C(Cn1cnc2c(nnn2Cc2ccc(Cl)cc2)c1=O)OCc1ccccc1
→ -0.06 | -1.8 | i
- CC1(C)C2(C#N)C(N)=NC3(OCCO3)C12C#N (stereo not given)
→ 0.03 | 0.3 | i
- CCOc1c(C(N)=O)c(-c2ccccc2)c2c(=O)[nH]c3ccccc3n12
→ -0.02 | -1.9 | i
- CN(c1ccc(C(=O)NC2CCCC2)cc1)S(=O)(=O)c1ccc(Cl)cc1
→ -0.06 | -2.2 | i
- CN(C)c1cc[nH]c(=O)c1C#N
→ 0.1 | -1.9 | i
- CC(C)OC(=O)c1cn(-c2ccccc2)nc1-c1ccco1
→ -1.13 | -0.1 | i
- COC(=O)Cn1c2c(c3cc(C)ccc31)CCCC2
→ 0.12 | -0.3 | i
- O=c1c2ccccc2nc(-c2ccccc2)n1Cc1ccc(Cl)cc1
→ -1.07 | 0.7 | i
- CC(CN1CCN(C)CC1)OC(=O)c1cccc(Cl)c1 (stereo not given)
→ -1.22 | -0.3 | i
- CCC(C)(NC(=O)c1ccccn1)C(=O)NC1CCCCC1 (stereo not given)
→ -0.51 | 0.2 | i
- O=C(c1ccccn1)N1CCN(S(=O)(=O)c2ccc(F)cc2)CC1
→ -0.44 | -0.8 | i

Sorted by value in Kir21 inh (ascending): four from the list above
canonical_smiles	Kir21 inh	STK33 kinase inh	KCNQ2 block
CC(C)OC(=O)c1cn(-c2ccccc2)nc1-c1ccco1	-1.13	-0.1	i
CCC(C)(NC(=O)c1ccccn1)C(=O)NC1CCCCC1 (stereo not given)	-0.51	0.2	i
CCOc1c(C(N)=O)c(-c2ccccc2)c2c(=O)[nH]c3ccccc3n12	-0.02	-1.9	i
O=C(CCc1nnc2ccc(N3CCC4(CC3)OCCO4)nn12)Nc1ccc(F)cc1	2.15	-0.1	i
